STK33 inh: inhibitors of purified STK33 kinase, primary screen, biochemical, ADP-Glo luminescence, homogeneous, cell-free; Serine/threonine-protein kinase 33 (Homo sapiens), Q9BYT3; MBP phosphorylation; inhibition, % at 10 µM; 320,000 tested, 0.073% active; AID 2661, 2010;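 active means inhibition at or above 25%, using the most active replicate where run in duplicate; inactive means inhibition below 25%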
Target sequence (Q9BYT3 whole entry, looked up): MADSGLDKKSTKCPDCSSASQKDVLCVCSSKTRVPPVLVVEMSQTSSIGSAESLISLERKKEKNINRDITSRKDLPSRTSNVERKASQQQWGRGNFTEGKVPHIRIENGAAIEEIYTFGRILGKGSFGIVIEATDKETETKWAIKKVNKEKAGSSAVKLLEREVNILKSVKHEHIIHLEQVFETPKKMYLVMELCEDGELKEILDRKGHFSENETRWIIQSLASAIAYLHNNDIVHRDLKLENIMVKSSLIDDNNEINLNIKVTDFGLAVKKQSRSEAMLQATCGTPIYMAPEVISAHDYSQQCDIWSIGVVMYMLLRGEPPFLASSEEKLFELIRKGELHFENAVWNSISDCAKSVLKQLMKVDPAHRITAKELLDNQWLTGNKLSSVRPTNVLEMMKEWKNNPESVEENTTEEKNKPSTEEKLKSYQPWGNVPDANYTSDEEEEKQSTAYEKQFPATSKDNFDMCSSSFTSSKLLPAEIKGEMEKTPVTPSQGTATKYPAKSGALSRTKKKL
CHT inh: inhibitors of human choline transporter CHT | High affinity choline transporter 1 (Homo sapiens), Q9GZV3 | CHT-expressing cells, membrane potential dye, choline response; hits give low values | B-score at 10 µM | 310,000 tested, 0.86% active;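 active means B-score over 3 SD under the library average, and starting fluorescence ratio not unusually high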;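 further: choline stimulus applied at its EC90 after an EC20 pre-addition; B-score computed on integrated fluorescence ratio after choline addition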
Target sequence (Q9GZV3 whole entry, looked up): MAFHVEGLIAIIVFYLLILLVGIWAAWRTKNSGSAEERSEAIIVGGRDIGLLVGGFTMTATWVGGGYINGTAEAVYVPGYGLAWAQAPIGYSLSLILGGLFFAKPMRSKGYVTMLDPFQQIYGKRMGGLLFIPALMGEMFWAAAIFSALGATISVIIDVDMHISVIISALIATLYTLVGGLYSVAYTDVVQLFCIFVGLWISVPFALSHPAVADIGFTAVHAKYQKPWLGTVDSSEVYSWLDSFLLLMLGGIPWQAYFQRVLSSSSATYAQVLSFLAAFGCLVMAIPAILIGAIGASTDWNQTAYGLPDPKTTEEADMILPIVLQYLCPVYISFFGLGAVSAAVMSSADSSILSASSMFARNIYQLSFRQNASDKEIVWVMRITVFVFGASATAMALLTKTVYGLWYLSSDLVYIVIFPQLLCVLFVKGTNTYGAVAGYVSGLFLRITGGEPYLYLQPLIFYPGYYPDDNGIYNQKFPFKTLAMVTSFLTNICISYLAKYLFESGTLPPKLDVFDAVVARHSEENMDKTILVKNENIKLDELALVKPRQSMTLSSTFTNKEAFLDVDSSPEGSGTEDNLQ
CHT allo act: CHT positive allosteric modulators, primary screen, cell-based, membrane potential dye, choline EC20; B-score at 10 µM; High affinity choline transporter 1 (Homo sapiens), Q9GZV3; 310,000 tested, 0.49% active; CHT-expressing cells; hits give high values; LV-AA mutant CHT in HEK293 cells;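 active means initial fluorescence not abnormally high and integrated response B-score, plate-corrected, over 3 SD above library mean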
Numbers without * were called inactive. An unsorted share of the library (roughly 1.5% active in at least one column).

For O=C(CN(Cc1ccccc1)S(=O)(=O)c1ccccc1)N/N=C/c1ccccc1[N+](=O)[O-] the results were STK33 inh 0.4, CHT inh inactive and CHT allo act inactive.
For O=C(NCC1CCCO1)c1c(O)nc2sccn2c1=O (stereo not given) the results were CHT inh inactive and CHT allo act inactive.
O=C(CCNC(=O)C1CCN(S(=O)(=O)c2ccccc2)CC1)NCc1ccc(Cl)cc1 was read as STK33 inh 2.2, CHT inh inactive and CHT allo act inactive.
`C=CCNC(=O)CCC(=O)NNc1nc2ccccc2c2nc(-c3ccccc3)nn12` gave STK33 inh 0.0, CHT inh inactive and CHT allo act inactive.
Screening O=C(c1nc2ncccn2n1)N1CCN(c2ccc(F)cc2)CC1 returned STK33 inh -0.9, CHT inh inactive and CHT allo act inactive.
`CCc1ccc(NC(=O)c2ccccc2Br)cc1` gave STK33 inh -0.6, CHT inh inactive and CHT allo act inactive.
For CN(C(=O)COn1nnc2ccc(S(=O)(=O)N3CCOCC3)cc21)c1ccccc1 the results were STK33 inh 1.4, CHT inh inactive and CHT allo act inactive.
For NC(=O)Nc1ccc(Oc2ncc(C(F)(F)F)cc2Cl)cc1 the results were STK33 inh -0.9, CHT inh inactive and CHT allo act inactive.
For CCOC(=O)c1c(-c2ccc(C)o2)csc1NC(=S)NC(=O)c1ccc(F)cc1 the results were STK33 inh -0.1, CHT inh inactive and CHT allo act inactive.
Oc1ccccc1CN1CCN(C(c2ccccc2)c2ccccc2)CC1 was read as STK33 inh -0.4, CHT inh inactive and CHT allo act inactive.
Cc1ccccc1-c1nnc(-c2ccc(Br)cc2)o1 was read as STK33 inh -1.1, CHT inh inactive and CHT allo act inactive.
CCN(CC)S(=O)(=O)c1ccc(NC(=O)Cn2c(=O)sc3ccccc32)cc1 was read as STK33 inh 0.6, CHT inh inactive and CHT allo act inactive.
For CCOc1ccc(C(=O)Nc2nc(C)c(C(=O)OC)s2)cc1 the results were STK33 inh 0.6, CHT inh inactive and CHT allo act inactive.
`CC(C)C[C@H](NC(=O)N1CCn2c1nc1ccccc12)C(=O)N1CCCCC1` gave STK33 inh -0.4, CHT inh inactive and CHT allo act inactive.
Cc1ccc(-c2nnc(SCC(=O)Nc3sc(C)c(C)c3C#N)n2C)cc1 was read as STK33 inh 1.0, CHT inh inactive and CHT allo act inactive.
Screening CCn1nc(C)c(/C=N/NC(=O)Cc2ccc(Cl)cc2)c1C returned CHT inh inactive and CHT allo act inactive.
COc1cccc(C(=O)Nc2cccc(-c3nc4ncccc4o3)c2C)c1 was read as STK33 inh 0.1, CHT inh inactive and CHT allo act inactive.
For Nc1nonc1-c1nc2ccccc2n1CC(=O)N/N=C\c1ccc(-c2ccc(Cl)cc2)o1 the results were STK33 inh -0.8, CHT inh inactive and CHT allo act inactive.
`CC(C)CC(=O)NC(=S)Nc1cc(C(F)(F)F)ccc1N1CCOCC1` gave STK33 inh -0.7, CHT inh inactive and CHT allo act inactive.
For O=C(NCC1CCCO1)C1CCN(C2CCN(C(=O)CC3CCCC3)CC2)CC1 (stereo not given) the results were STK33 inh -0.9, CHT inh inactive and CHT allo act inactive.
`Cc1nc(-c2cccc(NC(=O)C3CCCCC3)c2)cs1` gave STK33 inh -0.5, CHT inh inactive and CHT allo act inactive.
Screening Cc1ccc(C(=O)NC2CCN(CCCC(=O)c3ccc(F)cc3)CC2)cc1 returned STK33 inh -0.2, CHT inh inactive and CHT allo act inactive.
O=C(CSc1nc2sc3c(c2c(=O)n1-c1ccccc1)CCCC3)N/N=C/c1ccc(C(=O)O)cc1 was read as STK33 inh -1.6, CHT inh inactive and CHT allo act inactive.
Screening Cc1cc2cc(CCNC(=O)C(C)C)c(=O)[nH]c2cc1C returned STK33 inh -1.2, CHT inh inactive and CHT allo act inactive.
`CCc1nnc(NC(=O)CSc2nnc(-c3ccccc3O)o2)s1` gave STK33 inh 1.0, CHT inh inactive and CHT allo act inactive.
Screening COc1ccc(S(=O)(=O)N2CCCOC2CNC(=O)C(=O)NC2CCCC2)cc1 (stereo not given) returned STK33 inh -1.2, CHT inh inactive and CHT allo act inactive.
For Cc1ccc(Nc2nc(N)c([N+](=O)[O-])c(N3CCOCC3)n2)cc1 the results were STK33 inh -1.0, CHT inh inactive and CHT allo act inactive.
CCN1CCN(C(=S)Nc2cc(S(=O)(=O)N(CC)CC)ccc2C)CC1 was read as STK33 inh -0.1, CHT inh inactive and CHT allo act inactive.
`CC(C)(C)C1CCc2c(sc3ncn(N)c(=N)c23)C1` (stereo not given) gave STK33 inh -0.3, CHT inh inactive and CHT allo act inactive.
Screening CCCCC1CCC(/C(N)=N/O)CC1 (stereo not given) returned STK33 inh -0.6, CHT inh inactive and CHT allo act inactive.

Among those listed so far, these have a Cl atom:
O=C(CCNC(=O)C1CCN(S(=O)(=O)c2ccccc2)CC1)NCc1ccc(Cl)cc1 was read as STK33 inh 2.2, CHT inh inactive and CHT allo act inactive.
For NC(=O)Nc1ccc(Oc2ncc(C(F)(F)F)cc2Cl)cc1 the results were STK33 inh -0.9, CHT inh inactive and CHT allo act inactive.
Screening CCn1nc(C)c(/C=N/NC(=O)Cc2ccc(Cl)cc2)c1C returned CHT inh inactive and CHT allo act inactive.
For Nc1nonc1-c1nc2ccccc2n1CC(=O)N/N=C\c1ccc(-c2ccc(Cl)cc2)o1 the results were STK33 inh -0.8, CHT inh inactive and CHT allo act inactive.

The results go on:
Screening COCc1cc(C)nc2sc(C(=O)NC3CCCCC3)c(N)c12 returned STK33 inh -1.3, CHT inh inactive and CHT allo act inactive.
Screening CCCCCCNC(=O)C(C(=O)OCC)C1CCCCC1 (stereo not given) returned STK33 inh -0.4, CHT inh inactive and CHT allo act inactive.
`O=C(Nc1ccnn1C1CCN(C(=O)Cc2ccccc2F)CC1)C1CC1` gave STK33 inh -0.1, CHT inh inactive and CHT allo act inactive.
O=C(O)c1c(-c2ccccc2)c(-c2ccccc2)nc2ccccc12 was read as STK33 inh -0.3, CHT inh inactive and CHT allo act inactive.
For CC(C)CC(NC(N)=O)C(=O)Nc1ccc2c(c1)OCO2 (stereo not given) the results were STK33 inh -1.3, CHT inh inactive and CHT allo act inactive.
c1ccc(-c2nc(CSc3nnc(-c4cccs4)o3)cs2)cc1 was read as STK33 inh -0.1, CHT inh inactive and CHT allo act inactive.
`O=C(NCc1ccc(OC(F)(F)F)cc1)C1CC(c2ccccc2C(F)(F)F)=NO1` (stereo not given) gave STK33 inh 1.3, CHT inh inactive and CHT allo act inactive.
Screening Cc1ccc(-n2c(COc3c(C)cccc3C)nnc2SCC(=O)Nc2nccs2)cc1 returned STK33 inh 1.3, CHT inh inactive and CHT allo act inactive.
COC(=O)c1[nH]c2cccc(Cl)c2c1NC(=O)CN(C)C1CCCCC1 was read as STK33 inh -0.7, CHT inh inactive and CHT allo act inactive.
`Cc1ccccc1S(=O)(=O)c1c(C)cc(C)n(CC(C)C)c1=O` gave STK33 inh 0.6, CHT inh inactive and CHT allo act inactive.
For C#CCOCCOCCOCCNc1nc(N2CCN(C(=O)CCCCCCCCCCNC(=O)[C@H](CCCN=C(N)N)n3cc(C[C@@H](C)CC)nn3)CC2)nc(N2CCN(C(=O)CCCCCCCCCCNC(=O)[C@@H]([C@H](C)CC)n3cc(CCCCCN)nn3)CC2)n1 the results were STK33 inh 27*, CHT inh inactive and CHT allo act inactive.
For CC(C)C1C2=C(CC(C)(C)CC2=O)ON1c1ccccc1 (stereo not given) the results were STK33 inh 0.7, CHT inh inactive and CHT allo act inactive.
For CCCCCn1c(CN2CCCCC2C)nc2c1c(=O)n(C)c(=O)n2C (stereo not given) the results were STK33 inh 1.5, CHT inh -5* and CHT allo act inactive.
Screening O=C(c1ccc(Br)o1)N1CCN(c2ccccn2)CC1 returned STK33 inh -1.1, CHT inh inactive and CHT allo act inactive.
For O=C(Nn1nnnc1Nc1ccccc1)C12CC3CC(CC(C3)C1)C2 the results were STK33 inh -0.2, CHT inh inactive and CHT allo act inactive.
`Cc1cc(C)n(CC(C)(O)c2ccccc2)n1` (stereo not given) gave STK33 inh -0.9, CHT inh inactive and CHT allo act inactive.
`NS(=O)(=O)c1ccc(NC(=S)NC(=O)c2cccnc2)cc1` gave STK33 inh 0.4, CHT inh inactive and CHT allo act inactive.
For O=[N+]([O-])c1ccc(S(=O)(=O)NCC2CC3CCC2C3)cc1 (stereo not given) the results were STK33 inh -0.6, CHT inh inactive and CHT allo act inactive.
For Cc1cc(/C=C2\C(=N)N3C(SCc4ccccc4)=NSC3=NC2=O)c(C)n1Cc1ccccc1 the results were STK33 inh 0.2, CHT inh inactive and CHT allo act inactive.
`N#CC(C#N)=Cc1cnc(N2CCN(c3ccccc3)CC2)s1` gave STK33 inh -0.1, CHT inh inactive and CHT allo act inactive.
Screening CCc1cc(=O)[nH]c(-n2[nH]c(-c3ccccc3)cc2=O)n1 returned STK33 inh 0.1, CHT inh inactive and CHT allo act inactive.
For CCCCNC(=O)Nc1cc(C(=O)OC)ccc1C the results were STK33 inh -0.3, CHT inh inactive and CHT allo act inactive.
`O=C(/C=C/c1cccs1)Nc1ccncc1` gave STK33 inh 9.4, CHT inh inactive and CHT allo act inactive.
For CCOC(=O)c1cnc2nc(NCc3ccc(OC)c(OC)c3)[nH]n2c1=O the results were STK33 inh -0.5, CHT inh inactive and CHT allo act inactive.
Screening Oc1ccc(Cl)cc1C1=NCCNC(C(F)(F)C(F)F)=C1 returned STK33 inh 4.6, CHT inh inactive and CHT allo act inactive.
For O=C(CCS(=O)(=O)c1ccc2c(c1)NC(=O)CS2)NCCc1ccccc1 the results were STK33 inh -0.4, CHT inh inactive and CHT allo act inactive.
O=C(C[n+]1cc2ccccc2c2ccccc21)c1ccccc1 was read as STK33 inh 2.7, CHT inh inactive and CHT allo act inactive.
For C/C(=N/N1CCN(Cc2cccc3ccccc23)CC1)c1cccnc1 the results were STK33 inh -0.9, CHT inh inactive and CHT allo act inactive.
`CCCCNc1c([N+](=O)[O-])cc(C)cc1[N+](=O)[O-]` gave STK33 inh -0.8, CHT inh inactive and CHT allo act inactive.
`O=C(COC(=O)c1cc(=O)[nH]c(=O)[nH]1)Nc1cccc(S(=O)(=O)N2CCOCC2)c1` gave STK33 inh -0.5, CHT inh inactive and CHT allo act inactive.
For CSc1cccc(NC(=S)N(Cc2ccc(C)cc2)Cc2ccccn2)c1 the results were STK33 inh -1.0, CHT inh inactive and CHT allo act inactive.
For Cc1onc(-c2ccccc2Cl)c1C(=O)NCCCc1ccccc1 the results were STK33 inh -0.7, CHT inh inactive and CHT allo act inactive.
`CCCOc1ccc(CNC(=O)Cn2c(=O)oc3ccccc32)cc1` gave STK33 inh 0.2, CHT inh inactive and CHT allo act inactive.
Screening Cn1cccc1/C=N/NC(=O)CNc1cccc2ccccc12 returned STK33 inh -1.0, CHT inh inactive and CHT allo act inactive.
Oc1ccc(Cl)cc1CNCc1cccc2ccccc12 was read as STK33 inh 1.3, CHT inh inactive and CHT allo act inactive.
Screening OCCNc1cc(-n2nc(-c3ccccc3)cc2-c2ccccc2)ncn1 returned STK33 inh -0.6, CHT inh inactive and CHT allo act inactive.
For Cc1ccc(-c2nnc(Nc3ccc(CC(N)=O)cc3)c3ccccc23)cc1S(N)(=O)=O the results were STK33 inh -0.1, CHT inh inactive and CHT allo act inactive.
`CCn1ncc(C2=NOC(C(=O)Nc3c(C)nn(Cc4ccc(F)cc4)c3C)C2)c1C` (stereo not given) gave STK33 inh -1.5, CHT inh inactive and CHT allo act inactive.
Screening Cc1cccc(N2CCN(c3nnc(C(F)(F)F)s3)CC2)c1 returned STK33 inh 5.0, CHT inh inactive and CHT allo act inactive.
For CCNS(=O)(=O)c1ccc(S(=O)(=O)N(Cc2ccccn2)C2CCCCC2)cc1 the results were STK33 inh 0.6, CHT inh inactive and CHT allo act inactive.
Screening Nc1cc(=O)[nH]c(=O)n1Cc1ccccc1 returned STK33 inh -0.4, CHT inh inactive and CHT allo act inactive.
For CCOc1ccc(C(C)NC(=O)Nc2ccccc2C(=O)OC)cc1 (stereo not given) the results were STK33 inh -1.6, CHT inh inactive and CHT allo act inactive.
Screening CCN(Cc1cc2ccccc2[nH]c1=O)C(=O)C1CCCCC1 returned STK33 inh -2.2, CHT inh inactive and CHT allo act inactive.
Screening O=C(Nc1ccccc1NC(=O)c1ccc(F)cc1)c1ccc(F)cc1 returned STK33 inh -1.4, CHT inh inactive and CHT allo act inactive.
CCOc1cccc2cc(-c3nnc(NCc4ccc5c(c4)OCO5)s3)c(=O)oc12 was read as STK33 inh -0.3, CHT inh inactive and CHT allo act inactive.
`Cc1cccc(N2CCN(c3nc4nonc4nc3N3CCSCC3)CC2)n1` gave STK33 inh -1.4, CHT inh inactive and CHT allo act inactive.
Screening COc1cc(/C=N/NC(=O)Cn2ccc(C(F)(F)F)n2)cc(OC)c1OC returned STK33 inh -1.8, CHT inh inactive and CHT allo act inactive.
Screening CCC1CCCCN1Cc1c(O)ccc2c(=O)c(-c3ccccc3)coc12 (stereo not given) returned STK33 inh -2.0, CHT inh inactive and CHT allo act inactive.

Among those listed so far, three contain bromine.
`CCc1ccc(NC(=O)c2ccccc2Br)cc1` gave STK33 inh -0.6, CHT inh inactive and CHT allo act inactive.
Cc1ccccc1-c1nnc(-c2ccc(Br)cc2)o1 was read as STK33 inh -1.1, CHT inh inactive and CHT allo act inactive.
Screening O=C(c1ccc(Br)o1)N1CCN(c2ccccn2)CC1 returned STK33 inh -1.1, CHT inh inactive and CHT allo act inactive.

2 neighbouring records from above, quoted:
Screening O=C(Nc1ccccc1NC(=O)c1ccc(F)cc1)c1ccc(F)cc1 returned STK33 inh -1.4, CHT inh inactive and CHT allo act inactive.
CCOc1cccc2cc(-c3nnc(NCc4ccc5c(c4)OCO5)s3)c(=O)oc12 was read as STK33 inh -0.3, CHT inh inactive and CHT allo act inactive.

Assay outcomes (PubChem)
